procasp7 counter = procaspase-7 activators, primary screen, counter-screen for procaspase-3 activator project, biochemical, absorbance, HTS, human | recombinant procaspase-7, Ac-DEVD-pNA absorbance 405 nm; D23A/D198A/D206A triple mutant, cannot self-cleave; scale: DMSO 0, 5 µM enzyme 100 | activation, % at 8.5 µM | actives 0.093% (n = 330,000) | AID 463210, 2010;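 active = percent activation above the screen-wide mean plus 3 SD, cut at about 25% in these data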
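signal = Epi-absorbance of released pNA at 405 nm, two timepoints | assay system = Uncleavable procaspase-7 mutant enzyme | reagent = Ac-DEVD-pNA substrate, 400 µM as added | times = 1 h enzyme–compound preincubation and 2 h substrate reaction, both 25 °C | benchmarks = low DMSO alone, high DMSO plus 5 µM PC-7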
CIT2 TOR yeast = modulators of CIT2-GFP expression in yeast, primary screen, S. cerevisiae, GFP fusion, multiplex flow cytometry, MLPCN library; AID 2029, 2009; GFP response vs DMSO, % at 10 µM; S. cerevisiae CIT2-GFP strain, 3 h; 100 means same as DMSO wells; actives 0.065% (n = 320,000);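 active = GFP response relative to DMSO above a set limit, near the screen mean plus 3 SD, cut at about 150% in these data; inconclusive = Fewer than 70 cells measured for a yeast strain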;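 note: ratio of well median GFP fluorescence to mean of DMSO wells on the plate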
LAP4-GFP MLPCN = modulators of LAP4-GFP expression in yeast, primary screen, S. cerevisiae, multiplex flow cytometry, MLPCN library; GFP response vs DMSO, % at 10 µM; 3 h; median GFP as percent of DMSO wells; actives 0.34% (n = 320,000); AID 2023, 2009;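 active = GFP response vs DMSO above a set limit, about the screen mean plus 3 SD, cut at about 150% in these data; inconclusive = under 70 cell events counted for the yeast strain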
proCasp3 act = activators of human procaspase-3 D3A mutant, primary screen, biochemical, absorbance, PC-3 D3A mutant, single concentration; recombinant procaspase-3 D3A, Ac-DEVD-pNA absorbance 405 nm; Caspase-3 (Homo sapiens), P42574; actives 0.11% (n = 330,000); activation, % at 8.5 µM;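 active = activation above the mean of all tested compounds plus 3 SD, cut at about 21% in these data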;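 note: 0% = DMSO alone and 100% = DMSO wells spiked with extra 5 µM PC-3 D3A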
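Compound: 8.5 µM single point, 0.8% DMSO / Material: Autoprocessing-dead procaspase-3 D3A mutant enzyme / Timing: 1 h preincubation plus 2 h reaction at 25 °C / Medium: Zinc-free HEPES/NaCl buffer with 0.01% Triton X-100 at pH 7.4 / Technique: 405 nm absorbance of p-nitroaniline, reads at 0 and 120 min / Repeats: one well per compound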
MEP2-GFP yeast = modulators of MEP2-GFP levels in yeast, primary screen, S. cerevisiae, multiplex flow cytometry, MLPCN library; S. cerevisiae MEP2-GFP strain, 3 h; 100% = DMSO control level; GFP response vs DMSO, % at 10 µM; actives 0.51% (n = 330,000); AID 2016, 2009;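 active = GFP response versus DMSO above a set limit, roughly screen mean plus 3 SD, cut at about 180% in these data; inconclusive = fewer than 70 cells counted for a yeast strain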;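 note: median GFP fluorescence of the barcode-gated MEP2-GFP cells per well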
RPL19A-GFP yeast = RPL19A-GFP expression modulators in yeast, primary screen, cell-based, S. cerevisiae, multiplex flow cytometry, MLPCN. S. cerevisiae RPL19A-GFP strain, 3 h; active compounds read low. percent response vs DMSO, % at 10 µM. actives 0.3% (n = 330,000). AID 2025, 2009;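 active = percent response vs DMSO below 50%; inconclusive = fewer than 70 events counted for the yeast strain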;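 note: median channel GFP fluorescence of the barcoded RPL19A-GFP strain; ratio of sample median GFP to plate DMSO average so 100% = DMSO; lower means less RPL19A-GFP as with rapamycin TOR inhibition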
AHR act = AHR activators, primary screen, cell-based, luminescence, luciferase reporter, human; activation, % at 5 µM; actives 2.5% (n = 320,000); AHR-responsive luciferase reporter cells; in the data active = activation above about 47%;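 note: 0% = vehicle wells and 100% = reference agonist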
Target sequence (P35869 whole entry, looked up): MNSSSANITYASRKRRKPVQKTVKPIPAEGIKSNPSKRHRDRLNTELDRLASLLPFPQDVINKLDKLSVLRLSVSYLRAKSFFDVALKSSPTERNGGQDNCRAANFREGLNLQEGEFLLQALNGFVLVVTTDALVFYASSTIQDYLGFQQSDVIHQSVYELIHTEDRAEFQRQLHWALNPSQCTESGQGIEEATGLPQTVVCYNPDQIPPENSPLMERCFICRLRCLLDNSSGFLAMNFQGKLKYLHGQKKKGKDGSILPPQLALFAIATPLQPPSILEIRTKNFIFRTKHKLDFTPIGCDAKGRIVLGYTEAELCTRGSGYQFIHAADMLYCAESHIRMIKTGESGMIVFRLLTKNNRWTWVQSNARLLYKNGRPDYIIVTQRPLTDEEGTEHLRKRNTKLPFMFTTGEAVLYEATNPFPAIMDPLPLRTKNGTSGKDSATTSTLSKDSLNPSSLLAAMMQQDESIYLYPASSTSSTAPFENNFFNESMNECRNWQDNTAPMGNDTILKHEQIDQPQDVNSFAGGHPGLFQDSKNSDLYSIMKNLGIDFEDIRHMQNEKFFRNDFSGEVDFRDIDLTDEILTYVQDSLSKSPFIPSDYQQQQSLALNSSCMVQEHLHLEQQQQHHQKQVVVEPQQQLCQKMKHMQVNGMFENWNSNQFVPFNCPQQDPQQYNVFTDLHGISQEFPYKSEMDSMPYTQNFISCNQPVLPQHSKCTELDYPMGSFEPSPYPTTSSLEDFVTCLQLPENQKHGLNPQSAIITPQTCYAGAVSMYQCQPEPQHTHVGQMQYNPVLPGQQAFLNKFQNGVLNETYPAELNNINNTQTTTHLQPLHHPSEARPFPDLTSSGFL
AGP1-GFP MLPCN = modulators of AGP1-GFP expression in yeast TOR pathway, primary screen, cell-based, multiplex flow cytometry, S. cerevisiae, MLPCN library; 3 h; GFP as percent of DMSO wells; GFP response vs DMSO, % at 10 µM; actives 0.02% (n = 320,000); AID 2066, 2009;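 active = GFP response relative to DMSO above a set limit, near screen average plus 3 SD, cut at about 150% in these data; inconclusive = fewer than 70 cells counted for the yeast strain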;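 note: median GFP channel fluorescence of the gated AGP1 strain per well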
* hit, by the source's call; ? = inconclusive; . = no result given; [ ] = another dose, or the depositor's remark.

nr	Compound	procasp7 counter	CIT2 TOR yeast	LAP4-GFP MLPCN	proCasp3 act	MEP2-GFP yeast	RPL19A-GFP yeast	AHR act	AGP1-GFP MLPCN
1	Cc1ccc(NC2=C(C(=O)c3ccccc3)N(C)S(=O)(=O)c3ccccc32)cc1	7	93	107	1	108	104	1	105
2	COc1cccc(-c2cc(C(=O)Nc3ccccc3)c3ccccc3n2)c1	3	102	112	-17	102	97	11	110
3	CCN(CC)c1ccc2c(-c3ccc(S(=O)(=O)O)cc3S(=O)(=O)[O-])c3ccc(=[N+](CC)CC)cc-3oc2c1	-8	114	108	-8	126	98	14	105
4	O=C(C1CCN(S(=O)(=O)c2cccs2)CC1)N1CCCC(C(F)(F)F)C1 (configuration not stated)	7	96	108	6	99	96	1	109
5	Cc1cccn2c(=O)c3cc(C(=O)N4CCCC(C)C4)sc3nc12 (configuration not stated)	1	102	101	-5	99	100	16	103
6	CC(C)n1ncc2c(C(=O)Nc3ccc(S(C)(=O)=O)cc3)cc(C3CC3)nc21	7	98	115	10	99	106	-1	105
7	C[N+]1(CC(=O)Nc2ccc(F)cc2)CCN(C(=O)c2ccco2)CC1	-5	104	102	4	106	105	0	111
8	CCOc1ccc(C(C)=O)cc1N1C(=O)C2C3C=CC(C3=C(C)C)C2C1=O (configuration not stated)	-29	101	102	-17	104	95	4	91
9	COc1ccc(OC)c(S(=O)(=O)Nc2ccc(C(N)=O)cc2)c1	8	.	88	-5	93	93	0	95
10	CSc1ccc(C(=O)C2CCCN(C(=O)CCn3cncn3)C2)cc1 (configuration not stated)	2	100	102	-2	100	98	0	100
11	COc1ccc(NC(=O)N(C)C[C@H]2Oc3c(NC(=O)Nc4ccc5c(c4)OCO5)cccc3C(=O)N([C@H](C)CO)C[C@@H]2C)cc1	-3	101	101	-11	98	97	2	93
12	CN(C(=O)COC(=O)c1ccc(Cl)nc1)C1CCS(=O)(=O)C1 (configuration not stated)	2	100	103	2	97	100	-2	103
13	CSCCC(N=CC1=C(O)CC(C)(C)CC1=O)C(=O)O (configuration not stated)	-16	94	96	-2	103	95	6	98
14	CCOc1ccc(S(=O)(=O)Nc2ccc(C(=O)NNC(=O)c3ccncc3)cc2)cc1	-1	108	106	-10	105	103	1	104
15	O=[N+]([O-])c1ccccc1N/N=C1\CCc2ccccc21	7	100	100	-6	99	111	10	107
16	CCOC(=O)C(NCc1ccc2c(c1)OCO2)(NC(=O)CC)C(F)(F)F (configuration not stated)	7	105	93	3	102	97	4	110
17	C(=C\c1ccccc1)/C=N/N1CCN(Cc2ccccc2)CC1	8	86	98	4	104	103	16	97
18	Cc1ccc(NC(=O)Cn2c(O)c(N=NC(=O)c3ccncc3)c3ccccc32)cc1	-9	94	102	-10	95	100	1	104
19	COC(=O)c1cccc(C23CC4(C2)[C@H](CN(C)[C@@H]4c2ccccc2)C3c2ccc(C(F)(F)F)cc2)c1 (some centres not stated)	6	121	144	5	103	99	-5	93
20	CC(=O)c1cnn(-c2ccc(Cl)cc2)c1C	-1	93	115	-9	101	96	-5	105
21	CNC(=O)C1(C)C=CC2(CCCCC2)N1C(=O)OC (configuration not stated)	-3	86	91	2	104	84	0	96
22	C=CCn1c(-c2ccccc2)cc(SC)c(C#N)c1=O	6	89	109	1	94	97	3	101
23	CCCc1ccc(Oc2cc(Cl)nc(N)n2)cc1	3	104	86	7	106	99	19	96
24	Cc1cccc(C)c1NC1=NC2(CCCCC2)N=C(N)N1	1	99	94	3	107	102	5	103
25	CNC(=O)CSc1nc2cc(S(=O)(=O)Nc3ccccc3OC)ccc2o1	11	104	104	-8	107	103	-3	105
26	N#Cc1ccc(NC(=O)Cn2cnc(S(=O)(=O)N3CCc4ccccc43)c2)cc1	3	99	101	-4	101	99	1	99
27	CC(OC(=O)CNC(=O)c1ccc2ccccc2c1)C(=O)NC1CCCCC1C (configuration not stated)	7	98[may fluoresce red]	89[may fluoresce red]	14	78[may fluoresce red]	?	0	99[may fluoresce red]
28	CC1=C(C(=O)Nc2ccc(Cl)cc2C(=O)N2CCC(C(N)=O)CC2)SCCO1	-10	89	91	11	93	93	1	91
29	CCOc1ccc(S(=O)(=O)NCCC(=O)OCN2C(=O)c3ccccc3C2=O)cc1	-15	99	110	-1	97	101	1	104
30	CCOc1cccc(CNCCO)c1OCc1ccc(Cl)cc1	7	93	97	6	104	95	-1	94

One compound at a time, from the list above. Order of screens: procasp7 counter	CIT2 TOR yeast	LAP4-GFP MLPCN	proCasp3 act	MEP2-GFP yeast	RPL19A-GFP yeast	AHR act	AGP1-GFP MLPCN
Shown for CCOc1ccc(S(=O)(=O)Nc2ccc(C(=O)NNC(=O)c3ccncc3)cc2)cc1 = -1	108	106	-10	105	103	1	104
Shown for C(=C\c1ccccc1)/C=N/N1CCN(Cc2ccccc2)CC1 = 8	86	98	4	104	103	16	97
Shown for CC(=O)c1cnn(-c2ccc(Cl)cc2)c1C = -1	93	115	-9	101	96	-5	105
Shown for CSc1ccc(C(=O)C2CCCN(C(=O)CCn3cncn3)C2)cc1 (configuration not stated) = 2	100	102	-2	100	98	0	100

The listing continues.
nr	Compound	procasp7 counter	CIT2 TOR yeast	LAP4-GFP MLPCN	proCasp3 act	MEP2-GFP yeast	RPL19A-GFP yeast	AHR act	AGP1-GFP MLPCN
31	C/C(N)=C(/C#N)C(=O)CSc1ccccc1F	-8	96	112	1	96	100	3	110
32	Cc1ccccc1OCC(=O)Nc1nc(C)c(C(=O)N(C)C)s1	8	114	107	4	116	112	0	110
33	O=C(N/N=C/c1ccc2nccnc2c1)c1ccccc1O	6	101	107	10	93	98	10	104
34	NNc1ncnc2scc(-c3ccc(Cl)cc3)c12	-20	101	99	-17	105	99	30	102
35	O=C(C1CCCCC1)N1CCC(c2nc3c(nnn3Cc3c(F)cccc3Cl)c(=O)[nH]2)CC1	12	106	102	4	110	107	3	111
36	COc1ccccc1NC(=O)Cn1c(=O)sc2ccccc21	3	119	122	1	118	110	5	111
37	Fc1ccc(-n2cc(-c3ccccc3)[n+]3c2SCC3)cc1	7	99	120	10	99	97	0	106
38	CCOc1ccc(CNc2ccc3c(c2)ncn3C)cc1	-11	92	90	-11	102	98	29	98
39	CC(=O)c1ccc(OCCCC(=O)NC(C)c2ccc(S(N)(=O)=O)cc2)cc1 (configuration not stated)	0	96	108	5	111	105	0	116
40	COc1ccc(S(=O)(=O)NCc2ccc(C(=O)NCc3cccnc3)cc2)cc1	-1	101	92	13	100	100	2	100
41	COCc1nnc(NS(=O)(=O)c2ccc(C)cc2)s1	-1	.	90	6	95	98	-5	99
42	CS(=O)(=O)N(CC(=O)NCC1CCCO1)c1cccc(Cl)c1 (configuration not stated)	5	95	96	-8	96	96	-1	97
43	CC(=O)Nc1ccc(S(=O)(=O)N(Cc2ccccc2)c2ccccc2F)cc1	8	98	101	6	96	97	5	99
44	Cc1ccc(-n2c(SCC(=O)N3Cc4ccccc4CC3C(=O)O)nnc2-c2cccnc2)c(C)c1 (configuration not stated)	-10	98	95	5	109	107	-2	103
45	COC(=O)CCN(C(=O)c1cc([N+](=O)[O-])cc([N+](=O)[O-])c1)c1ccccn1	3	91	111	7	102	100	1	102
46	CC(Sc1nnnn1-c1ccccc1)C(=O)Nc1ccc(N2CCN(C)CC2)cc1 (configuration not stated)	4	104	97	-2	102	102	4	100
47	COCCn1c(Cc2ccccc2)nnc1SCC(=O)NC(C)(C)C	-3	88	93	7	88	93	3	97
48	CCCCC1(CC(=O)OCC)C(=O)N(c2ccccc2)N(c2ccccc2)C1=O	-13	103	94	-1	102	100	1	104
49	Cc1ccc(/C=C2\SC(=S)N(CCCC(=O)Nc3ccccc3C(=O)O)C2=O)cc1	0	101	72	-4	96	103	-7	91
50	CC(Nc1nc(Nc2ccc(F)cc2)nc(SCC(N)=O)n1)c1ccccc1 (configuration not stated)	9	96	95	11	99	99	6	98
51	Cc1ccc(N(C)/N=C/c2ccc(Cl)cc2Cl)nn1	3	94	100	6	105	102	7	100

Four entries drawn at random from those above, as already listed:
nr	Compound	procasp7 counter	CIT2 TOR yeast	LAP4-GFP MLPCN	proCasp3 act	MEP2-GFP yeast	RPL19A-GFP yeast	AHR act	AGP1-GFP MLPCN
14	CCOc1ccc(S(=O)(=O)Nc2ccc(C(=O)NNC(=O)c3ccncc3)cc2)cc1	-1	108	106	-10	105	103	1	104
32	Cc1ccccc1OCC(=O)Nc1nc(C)c(C(=O)N(C)C)s1	8	114	107	4	116	112	0	110
15	O=[N+]([O-])c1ccccc1N/N=C1\CCc2ccccc21	7	100	100	-6	99	111	10	107
49	Cc1ccc(/C=C2\SC(=S)N(CCCC(=O)Nc3ccccc3C(=O)O)C2=O)cc1	0	101	72	-4	96	103	-7	91
